HePTP inhibitor – blocks human HePTP tyrosine phosphatase; 110,000 compounds, 0.64% hits; AID 521; P35236; inhibition, % at 20 µM; recombinant HePTP phosphatase activity, OD absorbance; in the data active = inhibition above about 50%;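 also: plate controls were vehicle for no effect and reference inhibitor for full effect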
Target sequence (P35236 whole entry, looked up): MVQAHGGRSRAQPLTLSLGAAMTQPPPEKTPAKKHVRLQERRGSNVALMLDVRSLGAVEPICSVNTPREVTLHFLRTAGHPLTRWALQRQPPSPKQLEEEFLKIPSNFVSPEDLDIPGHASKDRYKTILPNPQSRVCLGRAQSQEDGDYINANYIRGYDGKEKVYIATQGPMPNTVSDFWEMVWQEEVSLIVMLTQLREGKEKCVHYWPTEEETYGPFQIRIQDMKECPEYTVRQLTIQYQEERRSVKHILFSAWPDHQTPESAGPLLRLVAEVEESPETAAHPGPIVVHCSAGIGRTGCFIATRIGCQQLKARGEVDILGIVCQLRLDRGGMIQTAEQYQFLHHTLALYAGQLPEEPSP
BAP1 block – human BAP1 deubiquitinase inhibition; AID 436; recombinant BAP1, Ub-AMC hydrolysis fluorescence kinetic; active compounds read low; Q92560; activity remaining (% of control), % at 20 µM; 72,000 compounds, 0.48% hits;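 active = activity remaining at or below 50% of control, provided the compound also passes the data quality filters; inactive = the rest, including low values that fail the filters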;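 also: 100% = DMSO wells rate and 0% = substrate alone blank rate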
Target sequence (Q92560 whole entry, looked up): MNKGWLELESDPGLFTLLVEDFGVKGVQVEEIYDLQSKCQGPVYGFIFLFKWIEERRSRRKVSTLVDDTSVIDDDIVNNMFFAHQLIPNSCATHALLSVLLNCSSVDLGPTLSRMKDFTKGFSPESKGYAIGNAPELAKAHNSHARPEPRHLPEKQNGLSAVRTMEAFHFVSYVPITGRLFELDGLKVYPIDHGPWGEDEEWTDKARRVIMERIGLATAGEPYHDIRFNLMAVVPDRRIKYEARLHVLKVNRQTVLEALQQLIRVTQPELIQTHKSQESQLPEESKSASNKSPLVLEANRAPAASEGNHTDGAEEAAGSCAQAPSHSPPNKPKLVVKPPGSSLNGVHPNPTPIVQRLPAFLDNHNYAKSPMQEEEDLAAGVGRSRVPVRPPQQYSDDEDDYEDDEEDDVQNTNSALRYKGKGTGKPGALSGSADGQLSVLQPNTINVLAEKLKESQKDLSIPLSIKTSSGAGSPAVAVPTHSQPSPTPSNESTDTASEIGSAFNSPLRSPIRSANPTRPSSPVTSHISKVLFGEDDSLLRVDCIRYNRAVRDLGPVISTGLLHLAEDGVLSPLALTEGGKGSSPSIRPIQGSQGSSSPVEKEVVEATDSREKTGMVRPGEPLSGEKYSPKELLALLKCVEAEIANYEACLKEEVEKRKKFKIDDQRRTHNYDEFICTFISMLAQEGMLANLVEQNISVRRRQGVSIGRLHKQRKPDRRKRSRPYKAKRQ
Active calls of the source: *; nt = no result given; & = joins results of further samples.

Each structure is followed by: HePTP inhibitor	BAP1 block
> CC1CN(C(=O)C2(C)CCCCC2)c2ccccc21 (stereo unspecified)
 : 7	nt
> CC(C)(CO)NC(=O)CCCOc1ccc(Cl)cc1Cl
 : 8	107
> C(=NN1CCN(c2ccccn2)CC1)c1cccc2ccccc12
 : 7	nt
> CCC(=O)Nc1ccc(-c2nnc(SCC(=O)NCC3CCCO3)n2C)cc1 (stereo unspecified)
 : 3	130
> CC(C)Nc1nc(NC(C)C)nc(N(C)C#N)n1
 : 2	112
> C(=N\Nc1ccccn1)/c1cccs1
 : 12	nt
> Clc1ccccc1COc1ccccc1-c1nnco1
 : nt	89
> Cn1c(=O)n(C)c2nc([N+](=O)[O-])c(Cl)cc21
 : nt	57
> CCOC(=O)CN1CC23C=CC(O2)C(C(=O)Nc2ccc4c(c2)OCO4)C3C1=O (stereo unspecified)
 : 2	90
> COc1cccc(N2CC(O)Cn3c2nc2c3c(=O)n(CCCc3ccccc3)c(=O)n2C)c1 (stereo unspecified)
 : 2	96
> NC(=O)c1ccc(NC(=O)C23CC4CC(CC(C4)C2)C3)cc1
 : 1	nt
> COc1ccccc1NC(=O)CN(c1ccc(C)cc1)S(=O)(=O)c1c(C)n[nH]c1C
 : 10	101
> O=C(N1CCOCC1)C(F)(F)C(=O)N1CCOCC1
 : 1	101
> CCOc1cccc(C(=O)Nc2sc(C)cc2C(=O)OC)c1
 : -3	nt
> COc1ccc2c(c1)nc(SCC(=O)c1ccccc1)n2C
 : 2	nt
> Cc1ccc(OCC(=O)Nc2cc(C)ccc2C)cc1
 : -13	nt
> Cc1ccc(C23CC4CC(CC(CN)(C4)C2)C3)cc1C
 : nt	109
> Cc1ccc(-c2[nH]n3c(=O)c4c(nc3c2C)CCCC4)cc1
 : -1&-12	189
> Cc1noc(C)c1S(=O)(=O)Nc1ccc(C(=O)NC2CCCCC2)cc1
 : -2	98
> CN(C(=O)CSc1nnc(-c2ccco2)o1)C1CCCCC1
 : 4	95

Part of the list above in order of SMILES length, highest first.
Each structure is followed by: HePTP inhibitor	BAP1 block
> NC(=O)c1ccc(NC(=O)C23CC4CC(CC(C4)C2)C3)cc1
 : 1	nt
> CCOc1cccc(C(=O)Nc2sc(C)cc2C(=O)OC)c1
 : -3	nt
> O=C(N1CCOCC1)C(F)(F)C(=O)N1CCOCC1
 : 1	101

Remaining list, next part:
Each structure is followed by: HePTP inhibitor	BAP1 block
> O=C(CSc1nnc(-c2ccccc2)o1)c1ccc2c(c1)OCCO2
 : 0	81
> O=[N+]([O-])c1cccc(S(=O)(=O)NCc2cccnc2)c1
 : 0	nt
> CCN1C(=O)/C(=C2\SC(=S)N(CC3CCCO3)C2=O)c2ccccc21 (stereo unspecified)
 : 6&-5	108
> O=C1NC(=S)S/C1=C/c1cn(CCOc2ccc(Br)cc2)c2ccccc12
 : 8	nt
> COc1ccc(S(=O)(=O)N(C)CC(=O)Nc2ccccc2SC)cc1
 : 0	95
> O=C(c1ccco1)N1c2ccccc2Sc2ccccc21
 : 11	78
> Cc1oc2c(CN3CCOCC3)c(O)ccc2c(=O)c1-c1ccc(Br)cc1
 : 3	nt
> Cc1nn(-c2ccccc2)c(OC(=O)c2cccs2)c1S(=O)(=O)c1ccccc1
 : -2	58
> Cc1ccc(/C=c2/sc3n(c2=O)C(N)=C(C#N)C(c2ccc(C)o2)C=3C#N)o1 (stereo unspecified)
 : 9	nt
> COc1ccccc1Cc1noc(-c2ccc(F)cc2)n1
 : -3	nt
> COc1ccc(/C(N)=N/OC(=O)c2ccc(I)cc2)cc1
 : 10	nt
> O=C(NC1CCN(Cc2ccccc2)CC1)c1ccc(Cl)cc1Cl
 : 1	nt
> O=C1OC(c2ccc(-c3ccccc3)cc2)c2ccccc21 (stereo unspecified)
 : 105*	nt
> COc1ccc(CN2CCCN(Cc3ccc(OC)cc3)C2c2ccc(F)cc2)cc1
 : -1	103
> CC1(C)CCC[C@@]2(C)C1CC[C@@]1(C)OC(=O)CC21 (stereo partly specified)
 : -21	nt
> N#CC1=C(N)SC(N)=C(C#N)C1c1c(Cl)cccc1Cl
 : 6	101
> CCc1ccc(-c2ccc(C(=O)Oc3ccccc3)cc2)nc1
 : nt	87
> NC(=O)C1CCN(C(=O)c2cccc(F)c2)CC1
 : 10	nt
> COCCOC(=O)C1=C(C)N=C2SCCC(=O)N2C1c1cccc(Br)c1 (stereo unspecified)
 : 1	108
> O=C(CN1CCSCC1)N1CCc2[nH]c3ccc(Br)cc3c2C1
 : 8	102
> Cn1c(N2CCCC2)nc2c1c(=O)n(Cc1cccc(F)c1)c(=O)n2C
 : 3	93
> C=CCNc1nc2c(c(=O)n(C)c(=O)n2C)n1CC
 : 8	103
> Cc1ccc(-c2cc(C(=O)O)c3cc(Br)ccc3n2)s1
 : 1	nt
> COc1ccc(-c2nnc(SCC(=O)NC3CCCCC3)o2)cc1OC
 : 0	92
> CCOc1ccc(NS(=O)(=O)c2ccc(OCC(=O)NCCCOC)cc2)cc1
 : 9	141
> CCOc1ccc(-c2[nH]c3ccc(Cl)c[n+]3c2C)cc1
 : 9	nt
> COc1cc(C)nc(Nc2nc(C)c3ccc(C)cc3n2)n1
 : 4	nt
> O=C(NCC(=O)N1CCC(N2CCCCC2)CC1)C1CCCCC1
 : -5	119
> Cc1c(C(=O)Nc2ccc3c(c2)Cc2ccccc2-3)cccc1[N+](=O)[O-]
 : 8	nt
> O=C(c1cccc2c1C(=O)N(Cc1cccnc1)C2)N1CCN(c2ccccc2)CC1
 : 7	121
> COc1ccc(-c2cc(C(=O)Nc3ccc([N+](=O)[O-])cc3)c3ccccc3n2)cc1
 : 8	nt
> O=S(=O)(NCCCCCNS(=O)(=O)c1ccc(F)cc1)c1ccc(F)cc1
 : 1	90
> Cc1c(Cl)c([N+](=O)[O-])nn1CC(=O)NC(C)c1ccccc1 (stereo unspecified)
 : nt	149
> O=C1NC(=O)N(c2ccc(Cl)cc2)C(=O)/C1=C/c1cc(I)c(O)c([N+](=O)[O-])c1
 : 12	nt
> COC(=O)Nc1sccc1C(=O)Nc1sccc1C(=O)OC
 : -1	nt
> CC(=O)Nc1nc2cc3sc(NC(C)=O)nc3cc2s1
 : 2	nt
> Clc1ccc(-c2nnc(-c3ccccc3)o2)c(Cl)c1
 : 11	110
> CC(C)n1c(-c2cccnc2)nc2cnccc21
 : 6	102
> CC(=O)Nc1ccccc1NC(=O)c1ccc(Br)cc1
 : -15	nt
> CCc1ccccc1NS(=O)(=O)c1ccc2[nH]cc(C(=O)NCC3CCCO3)c(=O)c2c1 (stereo unspecified)
 : 5	55
> COc1ccc(N2C(=O)NC(=O)/C(=C/c3cccn3-c3ccc([N+](=O)[O-])cc3)C2=O)cc1
 : 1	nt
> COc1ccc(N2CC(C(=O)NCCCN3CCOCC3)CC2=O)cc1 (stereo unspecified)
 : 5	95
> COCCOC(=O)c1c(C)oc2ccc(OCc3ccc(F)cc3)cc12
 : 9	nt
> CCC(=O)NC(OCc1ccccc1)(C(F)(F)F)C(F)(F)F
 : -6	nt
> CCOC(=O)c1sc2nc(SCC#N)n(CC3CCCO3)c(=O)c2c1C (stereo unspecified)
 : 6	113
> COc1cc(-c2nc(-c3ccccc3)c(-c3cc([N+](=O)[O-])ccc3C)[nH]2)cc(OC)c1OC
 : 8	nt
> O=C(NCCN1CCOCC1)c1cc(-c2cccs2)on1
 : 4	102
> Clc1ccc(Cc2nn[nH]n2)cc1
 : nt	171
> CC(C)(C)c1ccc(OCC(=O)N2CCN(c3ccccn3)CC2)cc1
 : 4	nt
> COc1cc2c(cc1NC(=O)/C=C/c1ccccc1)oc1ccccc12
 : 0	nt

Remaining list, next part
Each structure is followed by: HePTP inhibitor	BAP1 block
> CCc1cc2c(NC(C(=O)O)C(C)C)ncnc2s1 (stereo unspecified)
 : 7	70
> CCOC(=O)c1c(NC(=O)/C=C/c2ccccc2)sc(C(=O)N(CC)CC)c1C
 : 4	nt
> O=C(NCc1cccnc1)c1ccc2c(c1)OCO2
 : -5	94
> COc1ccc(-n2c(C)c(C(C)=O)c3cc(OC(=O)c4ccccc4OC(C)=O)ccc32)cc1
 : -13	nt
> OC(CCCN1CCC(O)(c2ccc(Cl)cc2)CC1)c1ccc(F)cc1 (stereo unspecified)
 : 7	73
> CCS(=O)(=O)N1CCN(CC2CC3C=CC2C3)CC1 (stereo unspecified)
 : 7	nt
> CCOc1ccc(C(=O)Nc2ccc(-c3cc4ccccc4oc3=O)cc2)cc1
 : 8	nt
> COc1ccc(N(CC(=O)O)S(C)(=O)=O)cc1Cl
 : 0	nt
> Cc1cccc(-c2c3c(=O)n(C)c(=O)n(C)c3c3cccnn23)c1
 : 4	88
> COCCOC(=O)C1=C(C)NC2=C(C(=O)CC(C)(C)C2)C1c1ccc(OC)cc1 (stereo unspecified)
 : nt	55
> O=c1[nH]c(=O)n(CCOc2ccc(Cl)cc2)cc1Br
 : 1	106
> CC(C)Oc1ccc(/C=N/NC(=O)C(=O)NC2CCCC2)cc1
 : 2	nt
> Fc1ccc(NC(=S)Nc2cccc3ccccc23)cc1
 : 7	nt
> CCOC(=O)CS(=O)(=O)c1nc(-c2ccccc2)cc(C(F)(F)F)n1
 : 4	109
> CCc1cc2c(=O)c(-c3nc4ccccc4[nH]3)coc2c(CN2CCCC(C)C2)c1O (stereo unspecified)
 : -6	88
> Cc1c(C(=O)Nc2ccc(NC(=O)c3ccc(Br)cc3)cc2)cccc1[N+](=O)[O-]
 : -4	nt
> Cc1ccc(C(=O)NC2Sc3ccccc3N=C2c2ccccc2)cc1 (stereo unspecified)
 : -10	nt
> O=C(NCCC1=CCCCC1)C1CCCN(S(=O)(=O)c2cnc[nH]2)C1 (stereo unspecified)
 : 5	99
> O=C(Cn1cnc2c(nnn2Cc2ccc(Cl)cc2)c1=O)N1CCN(c2ccccc2)CC1
 : 5	80
> CCC(C)Oc1ccccc1C1CC(=O)NC2=C1C(=O)CCC2 (stereo unspecified)
 : 4	103

Of the compounds above, these have a CF3 group:
Each structure is followed by: HePTP inhibitor	BAP1 block
> CCC(=O)NC(OCc1ccccc1)(C(F)(F)F)C(F)(F)F
 : -6	nt
> CCOC(=O)CS(=O)(=O)c1nc(-c2ccccc2)cc(C(F)(F)F)n1
 : 4	109

Later entries
Each structure is followed by: HePTP inhibitor	BAP1 block
> CCOC(=O)C1CCCN(CC(=O)Nc2c(C(=O)OC)[nH]c3ccc(C)cc23)C1 (stereo unspecified)
 : 1	51
> COCCCNc1nc(-c2ccccc2)nc2ccccc12
 : nt	108
> COc1cc(C2C3=C(CC(C)(C)CC3=O)Nc3c2c(=O)[nH]c(=O)n3Cc2ccccc2)ccc1O (stereo unspecified)
 : -8	74&85
> O=C(CCCCCN1C(=O)c2ccccc2C1=O)NCc1ccco1
 : 10	96
> Cc1cc(Cl)cc2c1NC(=O)[C@]21[C@@H]2C(=O)N(Cc3ccccc3)C(=O)[C@@H]2[C@@H]2CCCN21
 : 0	85
> COc1ccc(N(CC(=O)N2CC=C(c3ccccc3)CC2)S(=O)(=O)c2c(C)noc2C)cc1
 : 0	102
> CCN1CCCC1CNC(=O)Cn1cccc1C(=O)c1ccccc1 (stereo unspecified)
 : 9	110
> CC(=O)NC12CC3CC(CC(CCC(=O)O)(C3)C1)C2
 : -5	nt
> CCOC(=O)c1sc2nc(N3CCCC3)c3c(c2c1N)CC(C)(C)OC3
 : -4	nt
> CCOC(=O)N1CCN(C(=O)c2ccc(S(=O)(=O)c3ccc(C)cc3)c(NC(C)=O)c2)CC1
 : -1	81
> COc1cc(S(=O)(=O)NCCN2CCOCC2)c(OC)cc1Cl
 : 5	119
> Cc1cc(Nc2ccccc2)nc(-c2ccccc2O)n1
 : 1	83
> COc1ccc(/C(O)=C2/C(=O)C(=O)N(CC3CCCO3)C2c2cccc(OC)c2)cc1 (stereo unspecified)
 : 0	85
> CCc1nnc(NC(=O)c2ccc(S(=O)(=O)N3CCN(Cc4ccccc4)CC3)cc2)s1
 : -6	nt
> CC(=O)Nc1ccc(OC(=O)c2ccccc2NC(=O)c2ccccc2Br)cc1
 : nt	61
> Cc1ccc(S(=O)(=O)NC(CC(=O)NCC2CCCO2)c2ccco2)cc1 (stereo unspecified)
 : 8	110
> Cc1ccc(C(=O)N2CCN(C(=O)c3ccc(C)c(C)c3)C(C)C2)cc1C (stereo unspecified)
 : 2	97
> O=C1NC(=O)N(c2ccc(Cl)cc2)C(=O)/C1=C/c1ccc(-c2ccccc2C(=O)O)o1
 : 7	nt
> CC(=O)Nc1ccc(N2C(=O)C3=C(C2=O)C2C=CC3C2)cc1
 : 5	nt
> Cc1noc(C)c1CSc1nc2[nH]ncc2c(=O)n1-c1ccccc1
 : nt	85
> CC(=O)c1ccc(N2CCN(C(=O)c3cc4c(=O)n(C)c5ccccc5c4n3C)CC2)cc1
 : -9	100
> Cc1ccc([N+](=O)[O-])cc1NC(=O)C1CC1
 : -1	nt
> COc1ccc(S(=O)(=O)N2CCN(C/C=C/c3ccccc3)CC2)cc1[N+](=O)[O-]
 : 6	nt
> Cn1cnc([N+](=O)[O-])c1Sc1ncnc2c(C#N)c3n(c12)CCCCC3
 : 2	nt
> Cc1cccc(OCC(=O)Nc2ccccc2-c2ccccc2)c1
 : -9	nt
> Cc1cc(OCC(=O)Nc2cc([N+](=O)[O-])ccc2Cl)cc(C)c1Cl
 : -10	nt
> O=C(CCC(=O)Nc1cccc([N+](=O)[O-])c1)NCCO
 : 10	nt
> CCCc1nc2scc(-c3ccccc3)c2c(=O)n1N
 : 4	99
> Cc1onc(-c2ccccc2Cl)c1C(=O)N(C)C1CCCCC1
 : 7	109
> O=C1/C(=C/c2ccc(O)c(Br)c2)Sc2ccccc21
 : 14	nt
> Cc1ccc2oc(-c3ccc(NC(=O)c4ccc(C(C)(C)C)cc4)cc3O)nc2c1
 : 1	nt
> O=C(O)CCCN1C(=O)/C(=C/c2ccccc2)SC1=S
 : 9	nt
> Cc1ccc(C2CC(C(F)(F)F)n3nc(C(=O)N(C)C4CCCCC4)c(Cl)c3N2)cc1 (stereo unspecified)
 : nt	67
> O=C1CC(c2cc([N+](=O)[O-])c(Cl)cc2Cl)=NO1
 : 10	nt
> COCCCNC(=O)c1ccc(CN(c2ccccc2)S(C)(=O)=O)cc1
 : 1	nt
> CN1CCc2c(sc3c2C(=O)NC(c2cn(Cc4ccccc4)c4ccccc24)N3)C1 (stereo unspecified)
 : nt	61

Bioassay records (PubChem)
